Screening data as filed in PubChem BioAssay.
thrombin 1536: inhibitors of human thrombin. P00734. alpha-thrombin, Boc-VPR-AMC fluorogenic substrate cleavage. inhibition, % at 5 µM. actives 0.26% (n = 220,000);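 active means inhibition at or above 40%; inactive means inhibition below 40%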;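 further: 0% = enzyme with no compound and 100% = wells without enzyme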
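Assay system: human alpha-thrombin enzyme. Reagent: Boc-VPR-AMC substrate, 15 µM final. Compound dosing: one concentration per compound, 5 µM, with 0.2% DMSO. Incubation: room-temperature reaction. Technique: AMC fluorescence, 355/460 nm. Measure: % inhibition relative to enzyme controls and enzyme-free blanks.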
Furin inhibitor: inhibitors of human furin. P09958. purified furin, fluorogenic substrate cleavage. inhibition, % at 30 µM. actives 0.061% (n = 220,000). AID 463115; in the data active means inhibition above about 25%; further: inactives centre near -15
Target sequence (P09958 108-714 limits assumed): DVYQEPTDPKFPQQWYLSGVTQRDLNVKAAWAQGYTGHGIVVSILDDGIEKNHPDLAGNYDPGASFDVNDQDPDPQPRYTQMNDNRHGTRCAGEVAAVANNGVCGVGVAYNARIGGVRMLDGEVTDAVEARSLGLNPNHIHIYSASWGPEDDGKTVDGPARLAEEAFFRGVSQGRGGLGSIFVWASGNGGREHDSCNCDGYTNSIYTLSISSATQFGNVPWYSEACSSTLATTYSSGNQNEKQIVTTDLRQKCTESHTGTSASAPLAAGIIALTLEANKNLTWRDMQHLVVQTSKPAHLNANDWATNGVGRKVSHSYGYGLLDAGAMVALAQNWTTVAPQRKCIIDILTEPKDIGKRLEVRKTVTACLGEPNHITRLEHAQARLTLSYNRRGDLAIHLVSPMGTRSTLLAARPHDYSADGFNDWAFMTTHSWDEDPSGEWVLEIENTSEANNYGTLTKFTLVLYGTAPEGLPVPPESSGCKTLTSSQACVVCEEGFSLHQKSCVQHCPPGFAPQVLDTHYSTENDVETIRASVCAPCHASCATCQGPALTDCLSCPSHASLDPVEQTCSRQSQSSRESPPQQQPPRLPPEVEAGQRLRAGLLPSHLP
EBV gp42 inh: EBV gp42 inhibition. inhibition, % (tested at 21.74 µM). actives 0.42% (n = 220,000). Fluorescence polarization binding assay, mP read-out. Q1HVG2; in the data active means inhibition above about 50%
KCC2 mod: modulates chloride dependent transport by human KCC2; KCC2 cells, thallium flux FluoZin-2 fluorescence; B-score of Tl+ flux slope (higher = more flux/activation; lower = inhibition) at 10 µM; actives 2.2% (n = 190,000); Q9H2X9; AID 1456;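 active means thallium flux slope and its plate-corrected score both differing from the plate sample mean at a set confidence after two filtering rounds, in either direction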;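 further: slope of fluorescence scaled to starting intensity during 10 to 20 s after thallium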
Rad51 HR inh: Rad51 (human) homologous recombination inhibition; Q06609; hRad51 DNA strand exchange, fluorescence dequenching; inhibition, % at 10 µM; actives 0.085% (n = 200,000);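 active means inhibition above 40% at the single screening dose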;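 further: 0% = DMSO control wells and 100% = blanks with heterologous ssDNA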
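System: human Rad51 nucleoprotein filaments preassembled on unlabelled ssDNA. Reagent: labelled 47-mer dsDNA for strand exchange. Schedule: 30-min compound preincubation and 15-min exchange, both room temperature. Measured by: FRET fluorescence dequenching, excitation 485 nm, emission 520 nm. Read-out: Fluorescence-based percent inhibition, control- and blank-normalised. Benchmarks: plate controls and plate blanks.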
NCF1 inh: blocks human p47phox regulatory protein of NADPH oxidases; p47phox/p22phox peptide binding, fluorescence polarization, 2 h; inhibition, % at 24.7 µM; actives 0.53% (n = 220,000);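 further: 0% = p47phox with labelled peptide and 100% = labelled peptide alone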
Target sequence (P14598 whole entry, looked up): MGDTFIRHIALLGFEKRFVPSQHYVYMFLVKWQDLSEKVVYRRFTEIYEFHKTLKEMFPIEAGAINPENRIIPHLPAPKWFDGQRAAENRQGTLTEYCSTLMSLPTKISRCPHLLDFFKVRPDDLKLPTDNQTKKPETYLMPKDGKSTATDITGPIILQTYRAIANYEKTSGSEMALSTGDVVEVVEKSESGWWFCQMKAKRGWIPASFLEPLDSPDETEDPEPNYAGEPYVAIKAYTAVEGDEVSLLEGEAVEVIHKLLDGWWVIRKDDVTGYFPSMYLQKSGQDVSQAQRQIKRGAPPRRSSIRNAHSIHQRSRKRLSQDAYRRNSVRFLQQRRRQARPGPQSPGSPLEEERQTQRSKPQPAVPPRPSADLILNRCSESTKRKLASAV
eIF4E-4G inh: eIF4E/eIF4G interaction inhibition in translation initiation. TR-FRET eIF4E-eIF4GI(517-606) binding, 2 h. inhibition, % at 21.7 µM. actives 0.37% (n = 220,000). AID 782;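 further: 0% = full FRET control wells and 100% = background wells lacking eIF4GI fragment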
KLK5 inh: inhibitors of human kallikrein 5; Q9Y337; recombinant hK5, fluorogenic AMC substrate cleavage; inhibition, % at 5 µM; actives 0.59% (n = 210,000);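 active means inhibition of 40% or more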;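 further: 0% = enzyme controls without compound and 100% = no-enzyme blanks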
14-3-3 Bad inh: disrupts binding of bovine 14-3-3 zeta to phospho-Bad peptide; P63103; TR-FRET 14-3-3zeta/Dy647-pBad peptide displacement, 1 h; AID 781; inhibition, % at 21.7 µM; actives 0.71% (n = 220,000);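 active means inhibition above about 70%, limit read from the data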;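 further: 0% = full 14-3-3 plus peptide FRET controls and 100% = background without 14-3-3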
Numbers without * were called inactive; . = no result given; [ ] = dose if it differs, or a comment.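 How the source made its calls, unless noted: active means inhibition above about 30% (limit read from the data); inactive means the rest.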 The order is random; about 4.7% have a hit in one of these screens.

smiles | eIF4E-4G inh | 14-3-3 Bad inh | KCC2 mod | Furin inhibitor | NCF1 inh | thrombin 1536 | EBV gp42 inh | KLK5 inh | Rad51 HR inh
O/N=C1\CCCc2oc3c(c21)CCCC3 | 0.7 | -13.8 | . | -9.5[20 µM] | -14.6 | -11.2 | -3.6 | -15.9 | -5.0
CCN(CC)C(=O)CSc1nc(C)cc(-c2cccs2)c1C#N | 6.5 | -5.9 | . | -11.4 | 3.5 | -7.5 | 6.1 | 5.3 | -3.6
CCOC(=O)N1CCN(Cc2c(O)ccc3ccccc23)CC1 | 4.2 | -7.2 | -0.96 | -14.9 | -11.8 | -6.1 | -1.7 | 6.5 | -6.5
C/C(=N\NC(=O)CSCc1cccc(Br)c1)c1ccc([N+](=O)[O-])cc1 | -0.3[fluorescence artefact?] | 8.1[fluorescence artefact?] | -0.0282 | -14.8 | -5.7 | -4.1 | -13.4 | 2.7 | 4.2
O=C(CC1SCCNC1=O)Nc1ccccc1Cl (centres undefined) | -0.3 | -10.7 | 1.2 | -30.8 | -14.5 | -3.9 | -11.7 | -3.9 | .
Cc1nc(CS(=O)c2ccccc2)cc(N2CCOCC2)n1 (centres undefined) | -1.3 | 22.0 | 0.297 | -12.0 | -4.7 | 7.3 | -7.8 | -2.8 | 5.1
CCOC(=O)c1ccc(NC(=O)N2CCN(c3ccccn3)CC2)cc1 | 10.5 | -1.8 | -0.0636 | -25.3[20 µM] | -14.4 | 1.5 | -1.9 | -9.9 | -3.8
Cc1ccc(CNC(=O)C(=O)Nc2nccs2)cc1 | -1.3 | -15.8 | 0.809 | -19.7 | 24.1 | -0.5 | 7.0 | -7.2 | -4.1
O=C(CCc1nc(-c2ccccc2)no1)NCc1cccnc1 | 3.8[fluorescence artefact?] | -2.9 | 1.62 | -15.1[20 µM] | -5.1 | -6.5 | -3.5 | -0.2 | 6.7
S=C(Nc1ccc(Br)cc1)N1CCN(C2CCCCC2)CC1 | 9.7 | 20.1[fluorescence artefact?] | . | -18.7[20 µM] | 4.6 | -8.6 | -4.0 | -13.2 | 5.0
N#CC(c1ccc(Cl)nn1)c1c(F)cccc1Cl (centres undefined) | 1.5 | -11.9 | 0.546 | -20.0 | 0.5 | 2.9 | 14.9 | -4.2 | 23.6
c1ccc(Cc2nnc(Sc3ccccc3)c3ccccc23)cc1 | -3.3 | -12.1 | . | -24.6[20 µM] | -9.6 | 6.2 | -12.8 | -9.8 | 7.3
CCC(=O)N1CCN(c2ccccc2NC(=O)c2cccc(C)c2)CC1 | 5.4 | 9.0 | -0.0574 | -22.4[20 µM] | -1.3 | 1.4 | -3.5 | 4.0 | 0.3
CCCOc1ccc(N2C(=O)CC(NCc3cccs3)C2=O)cc1 (centres undefined) | -9.7 | -3.5 | 2.61 | 2.3[20 µM] | 1.0 | 8.3 | -11.0 | 10.2 | -6.2
CC(=O)c1cccc(NC(=O)N2CCCc3ccccc32)c1 | 3.5 | 4.7 | -0.082 | -10.6[20 µM] | -14.6 | -1.6 | -1.1 | -16.7 | 2.5
CCOC(=O)C1CCN(C(=O)CN(c2ccc(Cl)c(C(F)(F)F)c2)S(C)(=O)=O)CC1 | 5.3 | -5.2 | -1.57 | -18.5[20 µM] | -28.1 | -8.9 | 6.4 | -20.9 | -2.8
N=C1S/C(=C\c2ccc(O)cc2)C(=O)N1c1ccc(F)cc1 | 25.6 | 64.9 | -0.199 | -18.6 | -106.9 | -12.0 | -8.7 | -6.3 | 23.7
O=Cc1c(SCCO)nc2ccccn2c1=O | -2.5 | 5.3 | 0.457 | -17.1 | -0.4 | 3.7 | -4.7 | 4.9 | -2.2
CC(=O)Nc1ccc(CN2CCCC(CO)(Cc3cccc(Cl)c3)C2)cc1 (centres undefined) | -3.6 | -8.4 | -0.41 | -17.0 | -14.9 | 2.0 | -15.8 | 9.2 | 23.5
CCCOc1ccc(C(=O)NCC(c2ccco2)N(C)C)cc1OC (centres undefined) | 1.9 | -10.8 | 0.959 | -7.2 | -19.3 | -6.8 | -28.8 | -5.2 | -8.7
COC(=O)c1ccccc1Oc1c(F)c(F)nc(N2CCOCC2)c1F | . | . | -0.778 | -13.5[20 µM] | 4.7 | 3.1 | -9.4 | -7.5 | -0.6
CN(C)CCN(Cc1ccco1)C(=O)c1cc2c(Cl)nc3ccccc3c2s1 | -1.5 | -7.8 | -0.557 | -31.8 | -5.4 | -7.6 | -14.2 | -0.9 | 10.6
CC(C)COc1ccc(C(=O)Nc2ccccc2[N+](=O)[O-])cc1 | 2.6 | -19.2[fluorescence artefact?] | 0.383 | -28.2 | -16.5 | -6.7 | -4.8 | -6.7 | 7.6
CCC(=O)N1CCc2cc(Br)cc(S(=O)(=O)CCC(=O)NCCOC)c21 | -3.5 | 6.6 | 0.466 | -14.3[20 µM] | -2.0 | -3.0 | -17.8 | 2.9 | 0.4
CC1=C(C(=O)OCc2ccccc2)C(c2cccs2)NC(=O)N1CCCC(=O)O (centres undefined) | -1.2 | 3.1 | -0.895 | -11.9 | -7.7 | -3.5 | -4.6 | -11.4 | 0.8
C=C(C)CC(c1ccccc1)N(C(C)=O)c1ccco1 (centres undefined) | 1.6 | -6.0 | -1.03 | -8.2 | -4.2 | -2.0 | 0.6 | -10.1 | -38.2
COc1cccc(C(=O)N(CN2CCCC2=O)c2ccccc2OC)c1 | 2.5 | -6.6[fluorescence artefact?] | -0.496 | -22.1 | -17.3 | 3.8 | -6.0 | 4.6 | 3.1
Cc1cc(C)c(C)c(C(=O)CSc2nnc(C)c(=O)[nH]2)c1C | -3.2[fluorescence artefact?] | 5.8[fluorescence artefact?] | 0.0373 | -14.3[20 µM] | -2.0 | -6.9 | -7.3 | -18.5 | 9.3
CCCC(CCC)C(=O)Nc1ccncc1 | -4.7 | -4.4 | 0.0674 | -11.4[20 µM] | -2.0 | 27.4 | 5.1 | 35.5 | -2.2
Cc1ccc(C)c(S(=O)(=O)N2CC(=O)N(CCc3ccccc3)C(=O)C2)c1 | 1.7 | -2.9 | -0.182 | -30.0 | -6.5 | 3.6 | 8.3 | -7.6 | .
CC(=O)NCCSC(=O)c1ccc(F)cc1 | -12.2[fluorescence artefact?] | -11.2 | 0.679 | -23.8 | 11.2 | -3.9 | -6.6 | -1.5 | .
COc1ccc(CNC(=O)C(C#N)c2nc3ccccc3nc2N2CCN(C)CC2)cc1 (centres undefined) | 1.9[fluorescence artefact?] | 0.2[fluorescence artefact?] | . | 14.9 | 11.4 | 4.0 | -8.3 | 7.5 | -6.5
Cc1cc(NC(=O)CSCc2ccc([N+](=O)[O-])cc2)no1 | -0.4 | -8.0 | -0.0463 | -24.4 | -1.4 | 1.2 | -3.7 | -17.8 | -7.0
CCC(C)[C@H]1CNC(=S)N1CCC12CC3CC(CC(C3)C1)C2 (some centres undefined) | -3.2 | -10.8 | 1.46 | -31.4 | -12.7 | -4.6 | -6.0 | -3.2 | -1.4
CN(C)c1ccc(C(CC(=O)O)C(=O)O)cc1 (centres undefined) | 2.0 | -8.1 | . | -6.4 | -1.5 | -5.0 | 3.3 | -1.3 | -165.8
Cc1cc(C)cc(Oc2ccc(C(F)(F)F)cc2C#N)c1 | -1.6 | 0.1 | . | -8.6[20 µM] | -0.1 | 2.1 | -13.9 | 14.0 | -5.8
CCc1cccc(C)c1NC(=O)C(c1ccccc1)N1CCC1=O (centres undefined) | -4.6 | 11.6 | 0.298 | -19.1[20 µM] | -1.2 | -1.9 | 5.8 | 4.2 | 2.9
Cc1nc(N2CCCCC2C)c2c(C)c(C(=O)Nc3ccccc3C(F)(F)F)sc2n1 (centres undefined) | -2.6 | 0.0 | -1.04 | -12.9 | 6.3 | 6.2 | 1.2 | -1.1 | 18.7
CCC(=O)Nc1nc2ccccc2n1CCN1CCOCC1 | 6.1[fluorescence artefact?] | -0.4 | . | -23.6 | 38.3* | -1.3 | -29.3 | -2.1 | .
CC(=O)c1ncnn1CC(=O)c1ccc(Cl)cc1Cl | -12.8 | 1.5 | 0.708 | -18.1 | -2.6 | 9.1 | -3.3 | 6.2 | 1.5

Three compounds from above, sorted by their value in KCC2 mod, descending.
Structure	KCC2 mod
CCC(C)[C@H]1CNC(=S)N1CCC12CC3CC(CC(C3)C1)C2 (some centres undefined)	1.46
Cc1cc(NC(=O)CSCc2ccc([N+](=O)[O-])cc2)no1	-0.0463
Cc1nc(N2CCCCC2C)c2c(C)c(C(=O)Nc3ccccc3C(F)(F)F)sc2n1 (centres undefined)	-1.04

Next part
smiles | eIF4E-4G inh | 14-3-3 Bad inh | KCC2 mod | Furin inhibitor | NCF1 inh | thrombin 1536 | EBV gp42 inh | KLK5 inh | Rad51 HR inh
FC(F)(F)c1ccc(CN2C[C@@H]3C(c4ccc(Cl)nc4)C4(c5cccnc5)CC3(C4)[C@H]2c2ccccc2)cc1 (some centres undefined) | -4.7 | 2.6 | 0.0625 | -17.6 | -28.1 | 3.0 | -12.5 | 1.5 | -3.3
O=C1NC2(Nc3ccccc31)C(=O)Nc1ccccc12 (centres undefined) | -7.6 | -6.5 | 0.698 | -3.4[20 µM] | -6.5 | -5.8 | -3.9 | -6.0 | 33.5
O=C(COc1ccccc1)N1CCNC1=O | -0.1 | 8.3 | -0.224 | -19.1 | -9.2 | 4.1 | -15.2 | -9.2 | 0.2
O=c1[nH]c(=O)n(C2CCCO2)cc1F (centres undefined) | -0.2 | -0.8 | 7.51* | -12.6 | -6.1 | -4.7 | -8.8 | -14.8 | 1.1
Cc1cc(NC(=O)Nc2cccc(C(F)(F)F)c2)n(C)n1 | 3.3 | 44.8 | -0.655 | -18.3 | -12.7 | -7.4 | -4.3 | 11.4 | 15.4
COc1ccc(NC(=O)N2CCCC2C(=O)Nc2ccc(C)c(Cl)c2)cc1 (centres undefined) | 2.0 | 7.3 | 1.18 | -20.8 | -10.2 | 0.7 | -21.3 | -9.4 | 10.9
CCOC(=O)CN1CCC(c2ccccc2)CC1 | 0.8 | 4.8 | 1.41 | -4.9 | 2.5 | 3.5 | 3.1 | 11.9 | -6.8
Cc1cc(C)nc(N2CCC(C(=O)Nc3ccc4c(c3)CCC4)CC2)n1 | 6.4 | -1.9 | 1.91 | -4.3[20 µM] | -7.0 | 4.2 | -5.9 | -0.5 | -4.4
COc1cccc(CN2CCC(N(CCc3ccccc3)Cc3ccccc3)CC2)c1OC | 1.4[fluorescence artefact?] | 34.0 | -0.246 | -10.7 | -2.9 | -8.4 | -11.5 | -20.7 | 6.1
O=C(CCN1C(=O)c2ccccc2C1=O)Nc1cccc(S(=O)(=O)NC2=NCCC2)c1 | -0.8 | -4.6 | -0.678 | -25.4 | 2.9 | -21.8 | -0.5 | -1.5 | -0.8
CCc1ccc(C(C(=O)NCc2ccc(OC)cc2)N(CCOC)C(=O)Cc2cccs2)cc1 (centres undefined) | 6.0 | 2.5 | -3.46 | -11.8[20 µM] | -2.4 | -3.1 | -11.1 | 9.0 | 7.0
Cn1cc(Cl)c(C(=O)OCC(=O)Nc2nc(-c3ccc(Br)cc3)cs2)n1 | -2.0[fluorescence artefact?] | -14.6 | . | -10.3[20 µM] | -10.9 | 2.2 | -13.9 | -2.6 | 6.8
